# Screening results from PubChem.
# PKA-R2B act: activators of human PKA-R2B complex | AID 504700 | P22694+P31323 | 340,000 compounds, 0.079% hits | activation, % at 11.4 µM | PKA-R2B holoenzyme dissociation, Cy5-IP20 fluorescence polarization; R2B truncated from residue 108, S112A mutant; 0% DMSO only, 100% 113 µM cGMP;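 active = activation above a cutoff set at the mean over all compounds plus 3 SD, cut at about 18% in these data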;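 also: higher means more holoenzyme dissociation and a rise in polarization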
# Target sequence (P31323 whole entry, looked up, other chains not shown, the tested form may be a part): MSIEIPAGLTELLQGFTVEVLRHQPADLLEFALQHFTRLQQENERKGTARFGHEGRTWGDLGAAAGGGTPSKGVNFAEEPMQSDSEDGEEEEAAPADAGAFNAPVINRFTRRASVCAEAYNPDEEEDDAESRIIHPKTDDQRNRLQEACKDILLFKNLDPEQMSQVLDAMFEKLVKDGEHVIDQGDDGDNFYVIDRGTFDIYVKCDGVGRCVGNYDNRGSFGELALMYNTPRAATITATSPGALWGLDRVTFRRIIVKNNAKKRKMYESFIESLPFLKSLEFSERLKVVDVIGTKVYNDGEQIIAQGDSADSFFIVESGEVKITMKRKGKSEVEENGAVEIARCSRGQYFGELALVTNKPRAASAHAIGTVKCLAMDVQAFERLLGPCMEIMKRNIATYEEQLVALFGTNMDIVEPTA
# SR-BI DiI inh: mouse SR-BI HDL lipid transfer inhibition | 320,000 compounds, 0.96% hits | inhibition, % at 12.5 µM | ldlA[mSR-BI] CHO cells, DiI-HDL uptake fluorescence, 3 h;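 active = mean replicate inhibition of at least 70% and a set share of replicates each scoring 70 or more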;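 also: 0% = median of neutral control wells and 100% = median of positive control wells; values of inactives mirror those of a sister screen read the other way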
# DAGLB inhibitor: diacylglycerol lipase beta (human) inhibition; 340,000 compounds, 0.059% hits; Q8NCG7; HEK293T DAGLB membrane lysate, EnzChek fluorogenic substrate; inhibition, % at 5.17 µM; in the data active = inhibition above about 34%;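 also: 0% = enzyme with vehicle and 100% = wells lacking enzyme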
# Target sequence (Q8NCG7 whole entry, looked up): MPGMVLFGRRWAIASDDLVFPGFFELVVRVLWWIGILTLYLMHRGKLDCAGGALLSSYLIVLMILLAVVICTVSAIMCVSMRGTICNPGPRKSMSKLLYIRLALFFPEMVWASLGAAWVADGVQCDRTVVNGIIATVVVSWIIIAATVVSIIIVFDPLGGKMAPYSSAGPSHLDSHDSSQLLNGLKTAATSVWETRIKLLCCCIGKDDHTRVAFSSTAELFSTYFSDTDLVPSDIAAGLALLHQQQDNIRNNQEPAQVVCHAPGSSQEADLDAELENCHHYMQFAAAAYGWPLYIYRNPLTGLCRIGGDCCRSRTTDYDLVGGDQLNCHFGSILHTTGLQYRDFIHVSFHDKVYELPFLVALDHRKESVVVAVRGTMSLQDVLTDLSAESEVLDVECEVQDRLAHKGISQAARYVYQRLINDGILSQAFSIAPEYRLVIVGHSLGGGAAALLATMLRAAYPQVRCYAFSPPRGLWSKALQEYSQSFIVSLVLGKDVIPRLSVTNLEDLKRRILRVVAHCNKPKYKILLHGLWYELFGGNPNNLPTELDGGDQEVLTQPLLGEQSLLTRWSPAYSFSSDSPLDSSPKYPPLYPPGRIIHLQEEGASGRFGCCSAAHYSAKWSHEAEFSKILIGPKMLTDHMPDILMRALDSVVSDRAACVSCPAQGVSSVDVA
# NSD2 HMT inh: inhibitors of human histone methyltransferase NSD2 | NSD2 peptide methylation, AlphaScreen, 120 min | AID 743445 | inhibition, % at 12.5 µM | 310,000 compounds, 0.54% hits; in the data active = inhibition above about 50%
# Arrestin-AP2 inh: inhibitors of human beta-arrestin and AP2 interaction | FITC-arrestin peptide / GST-AP2 beads, flow cytometry; AP2 beta2 appendage carries R879A mutation | inhibition, % at 10 µM | 340,000 compounds, 0.31% hits;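 active = inhibition above a set limit, near 3 SD of compounds lacking own fluorescence, cut at about 54% in these data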;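 also: plate controls were DMSO wells for no effect and 5 µM unlabelled arrestin peptide for full effect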
#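 System: GST-tagged AP2 beta2-adaptin appendage (R879A) on 4 µm glutathione beads / Reagent: FITC-arrestin peptide, 50 nM / Detection: HyperCyt-sampled flow cytometry, FL1 channel, ex 488/em 535 nm / Timing: 12 min plus 1 h, RT / Buffer or medium: PBS plus Tween 20 (0.05%) and BSA (0.1%)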
# SR-BI uptake up: activators of SR-BI mediated HDL lipid uptake | AID 504775 | activation, % at 12.5 µM | CHO ldlA[mSR-BI] cells, DiI-HDL uptake fluorescence, 3 h; 100 = double the neutral-control signal | 320,000 compounds, 0.096% hits;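 active = mean replicate activation of at least 60% and every replicate at or above 60%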;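 also: 0% = median plate neutral-control signal and 100% = twice that signal; values of inactives mirror those of a sister screen read the other way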
#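 system = CHO ldlA[mSR-BI] cells, LDL receptor-null, SR-BI overexpressing | medium = Ham's F12 with 0.5% BSA, HEPES 25 mM, pH 7.4 | probe or stimulus = DiI-HDL 10 µg/mL | compound dosing = single-point compound dose | incubation = compound exposure 3 h, 37 °C | technique = DiI fluorescence, bottom read | read-out = cell-associated DiI fluorescence as measure of HDL uptake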
# PvdQ inh: P. aeruginosa PvdQ acylase inhibition | purified PvdQ acylase, fluorescence plate reader | inhibition, % at 10 µM | 340,000 compounds, 0.063% hits; in the data active = inhibition above about 30%, passing the limit was not always enough;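 also: 0% = vehicle neutral wells and 100% = reference inhibitor wells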
# LANA DNA inh: KSHV C-LANA DNA binding inhibition; MBP-C-LANA/FAM-LBS DNA binding, fluorescence polarization; inhibition, % at 9 µM; 340,000 compounds, 0.078% hits; AID 504423;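 active = highest replicate inhibition at or above 60% at 9 µM, even if other replicates fall short; inactive = all replicates below 60% inhibition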;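 also: 0% = neutral control wells and 100% = 4 µM acridine orange control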
# Cardiac RTF inh: cardiac RTF calcium desensitization; IANBD-labeled cardiac RTF, Ca2+ fluorescence; inhibition, % at 7.15 µM; 340,000 compounds, 0.12% hits;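 active = inhibition above the mean inhibition of all tested compounds plus 3 SD, cut at about 17% in these data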;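 also: assay run at fixed EC70 calcium of 1.6 mM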
# Keap1-Nrf2 PPI: disrupts human Keap1 binding to Nrf2 peptide | AID 504523 | Keap1 Kelch-Nrf2 peptide fluorescence polarization, 1536-well | Q14145 | inhibition, % at 9.4 µM | 340,000 compounds, 0.15% hits; in the data active = inhibition above about 12%;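 also: human Keap1 Kelch domain with fluorescein labeled Nrf2 9mer peptide probe; 0% = neutral control wells and 100% = peptide positive control; higher means more block of Keap1 binding to Nrf2 peptide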
# * hit, by the source's call; i = inactive; . = not tested or not shown.
SMILES,PKA-R2B act,SR-BI DiI inh,DAGLB inhibitor,NSD2 HMT inh,Arrestin-AP2 inh,SR-BI uptake up,PvdQ inh,LANA DNA inh,Cardiac RTF inh,Keap1-Nrf2 PPI
O=C(COC(=O)C1CCN(c2ccc(C(F)(F)F)cn2)CC1)c1cccc(Br)c1,-3,-16,-6,-4,-12,16,-7,0.0,-4,0
NS(=O)(=O)c1cccc(NC(=O)COC(=O)Cc2ccc(S(=O)(=O)N3CCOCC3)s2)c1,-5,-16,0,0,17,16,-3,-1.3,-8,-1
COc1ccc(C(=O)CN2CCN(c3ncccn3)CC2)cc1,-2,-8,0,-3,2,8,-10,-0.1,-2,-1
Cc1cccc(C(=O)NNC(=O)c2c(O)c3ccccc3n(C)c2=O)c1,-5,-2,14,1,1,2,-19,-1.3,7,-3
Cn1cnc2cc(NCc3ccc(Cl)cc3)ccc21,8,-21,-1,8,3,21,-13,-2.9,0,0
Cc1ccc(C(=O)O)cc1S(=O)(=O)N1CCOCC1,-3,5,0,0,29,-5,0,-0.6,-1,3
CC(=O)Nc1ccc(NC(=O)c2ccc(NC(=O)c3ccccc3)cc2)cc1,4,26,2,-2,-12,-26,-12,0.5,-2,-4
O=C(Nc1ccc(F)c(Cl)c1)C1CC(=O)n2c(nc3ccccc32)N1 (configuration not stated),1,.,4,-3,8,.,6,3.6,-14,-5
CC(=O)Nc1cccc(NC(=O)CSc2ncc(C(=O)Nc3ccc(F)cc3)c(=O)n2C)c1,-5,61,-2,4,-9,-61,-14,-0.4,-8,0
N#Cc1c(/N=C/c2cccs2)sc2c1CCC2,0,13,-5,.,1,-13,-8,-0.9,0,-1
CC(=O)c1ccc(NC(=S)Nc2ccc(N3CCOCC3)cc2)cc1,2,9,1,5,-10,-9,-10,-1.8,-7,-3
Cc1c(C(=O)N2CC[C@@H](N3CCC(O)CC3)[C@H](O)C2)[nH]c2ccc(Cl)cc12,3,-16,0,5,1,16,-6,-1.0,1,0
CCNc1nnc(-c2ccncc2)s1,9,-35,1,17,3,35,-7,2.2,0,-7
O=C1CCCN1c1ccc(S(=O)(=O)N2CCN(c3ccccc3)CC2)cc1,-7,2,2,-2,6,-2,-4,-1.7,-7,-2
O=C(CSc1nc2ccccc2s1)Nc1ccc(Cl)c(C(=O)O)c1,5,-6,1,19,0,6,-14,-0.5,-11,-11
CCOc1ccc(CN(C)C(=O)c2cccnc2OCC)cc1OC,-9,-8,-1,-3,5,8,-4,-0.9,18*,2
COCC1CCCCN1C(=O)c1ccc2nc(Cc3ccc(OC)c(OC)c3)oc2c1 (configuration not stated),-4,20,0,19,-6,.,-3,1.2,-4,-3
Cc1ccc(NC(=O)CSc2nc3c([nH]c4ccccc43)c(=O)n2C)cc1,-1,40,-2,.,-1,-40,-11,0.3,-7,-5
Cc1ccc(/C=C2/C(=N)N3N=C(CC(=O)N4CCCC4)SC3=NC2=O)cc1,-10,3,-9,1,34,-3,-2,0.0,-12,-3
CC(=O)Nc1ccc(NC(=O)C(Cc2ccccc2)NC(=O)C2CCC(C)CC2)cc1 (configuration not stated),-10,-48,2,-1,0,48,6,-0.8,12,-2
Cc1cc(OC(=O)c2cccc([N+](=O)[O-])c2)c(C)cc1CN1CCOCC1,-3,0,-1,5,23,0,4,-0.4,-7,-1
CCN(C(=O)COc1cc(=O)n(C)c2ccccc12)c1cccc(Cl)c1,10,17,0,0,32,-17,21,-0.7,1,-5
Cc1cccn2c(=O)c3cc(C(=O)NCCc4ccccc4)c(=N)n(CCCn4ccnc4)c3nc12,-5,-14,-3,0,-45,14,-19,-4.5,-20,0
COC(=O)c1cc(NC(=O)N2c3ccccc3Sc3ccccc32)cc(C(=O)OC)c1,-4,35,-4,-1,-5,-35,-17,-1.2,-12,-4
Cc1occc1C(=O)N/N=C/C=C\c1ccccc1[N+](=O)[O-],.,25,.,3,7,-25,-4,1.7,.,-1
COc1cccc(C2C3=C(CC(C)(C)CC3=O)Nc3n[nH]c(C)c32)c1 (configuration not stated),2,-14,-1,-3,-6,14,-5,1.2,-1,2
CN(CC(=O)Nc1ccccc1C(F)(F)F)C(=O)C1CCN(S(=O)(=O)c2ccc3c(c2)OCCO3)CC1,-6,-17,0,0,-4,17,-13,-0.2,-6,0
Cc1cc(C)n(-c2nc(N(C)C)nc(N3CCOCC3)n2)n1,1,.,0,21,5,.,-14,-1.1,-5,-4
Cc1cc(NC(=O)COC(=O)CCCOc2ccc(Cl)cc2C)no1,-6,-30,-1,4,3,30,5,-1.4,-6,-7
O=S(=O)(c1ccc(Cl)cc1)N1CCN(c2nc(-c3cccs3)nc3ccccc23)CC1,0,-9,1,-1,1,9,19,-1.7,-5,0
CCCn1c(NCc2ccc(N(C)C)cc2)nc2ccccc21,-9,-2,2,.,7,2,1,-1.8,-6,-6
C=CCn1c(=O)n(C(=O)OCC)c2cc(Br)ccc21,-4,-16,-1,-3,-1,16,-2,0.9,-3,-3
COc1ccc(NC(=O)CN(C)C(=O)c2cn(-c3ccccc3)nc2-c2cccs2)cc1,-5,-15,-2,-3,2,15,4,-0.1,-1,-4
C=CCn1c(=NC(=O)c2ccc(S(=O)(=O)N3CCCC3)cc2)sc2cc(NC(C)=O)ccc21,1,54,7,96*,4,-54,-10,-1.3,-6,-4
Cn1c(CN2CCOCC2)c(C#N)c2ccccc21,-9,-16,-2,1,-1,16,-5,-0.2,-8,-4
Nc1c(-c2ccc(Cl)cc2)cnc2c(-c3ccc(F)cc3)cnn12,-9,43,-4,3,-5,-43,-14,-1.6,-2,0
Cc1ccc(S(=O)(=O)N2CCN(Cc3ccccc3)CC2)s1,6,-14,-3,2,-10,14,-11,-0.8,-5,-2
CCOC(=O)[C@H]1[C@H]2COc3ccccc3[C@@H]2N2C(=O)c3cc(F)ccc3NC(=O)[C@@]12C,-9,-18,0,.,4,18,-10,2.2,7,-2
CC1CCN(C(=O)c2ccccc2SCC(=O)NCC2CCCCC2)CC1,-7,i,0,-1,-7,588*,-11,-0.1,-14,-2
CCN(CCNC(=O)CCCn1nc(C)n2c(cc3sccc32)c1=O)c1ccccc1,7,37,0,.,7,-37,-9,0.3,-3,-7

# SR-BI uptake up, entries above that show a hit.
compound	PKA-R2B act	SR-BI DiI inh	DAGLB inhibitor	NSD2 HMT inh	Arrestin-AP2 inh	SR-BI uptake up	PvdQ inh	LANA DNA inh	Keap1-Nrf2 PPI
CC1CCN(C(=O)c2ccccc2SCC(=O)NCC2CCCCC2)CC1	-7	i	0	-1	-7	588*	-11	-0.1	-2

# Further records follow:
SMILES,PKA-R2B act,SR-BI DiI inh,DAGLB inhibitor,NSD2 HMT inh,Arrestin-AP2 inh,SR-BI uptake up,PvdQ inh,LANA DNA inh,Cardiac RTF inh,Keap1-Nrf2 PPI
Cc1ccc(CNC(=O)c2ccc3c(c2)NC(=O)CS3)cc1,4,.,3,7,2,.,-3,-0.5,-2,-5
O=C(CN(C(=O)c1csnn1)c1cccc(F)c1)NCc1ccc(F)cc1,14,-14,0,1,11,14,2,-1.7,0,0
Cc1ccc(-c2nnc3c4ccccc4c(C)nn23)cc1S(=O)(=O)N1CCN(CCO)CC1,3,8,2,-2,20,-8,11,-2.8,1,1
CN(C)c1ccc(NC(=S)NC(=O)/C=C/c2ccco2)cc1,-6,-1,1,1,-7,1,-18,0.5,2,0
CCOc1ccc(S(=O)(=O)NCc2ccc3c(c2)OCO3)cc1C,3,-4,0,-1,21,4,-10,1.4,3,-1
COc1ccc(C2=NN(C(=O)c3cccnc3)C(c3ccccc3)C2)cc1 (configuration not stated),9,62,0,1,-8,-62,-8,-2.2,-12,0
Cn1c(=O)c2c(nc(Cl)n2Cc2ccc(Cl)c(Cl)c2)n(C)c1=O,6,-31,0,1,16,31,2,1.6,-6,3
COc1ccccc1C(=O)NCCC(=O)N(C)CC(=O)Nc1ccc(C)cc1,3,-24,-1,-1,13,24,-11,-0.2,-3,0
Nc1nnc(SCC(=O)Nc2cccc(Cl)c2)s1,-7,-17,1,6,-11,17,-9,0.6,-3,2
Cc1ccc(-c2nn(C)c(=O)c3ccccc23)cc1S(=O)(=O)NCCO,-18,9,0,-6,6,-9,-4,-0.7,-5,-1
CC(=O)N/N=C(\C)CCc1ccccc1,-11,.,1,-6,-11,.,-13,0.2,-2,-4
O=S(=O)(c1ccccc1)n1ccc2cccnc21,-2,-5,2,31,-1,5,1,0.5,-3,1
Cc1ccc(C)c(NC2CCCCC2NS(=O)(=O)c2ccccc2)c1 (configuration not stated),-6,-3,-2,4,5,3,6,-0.5,-4,-1
COc1ccc(S(=O)(=O)Nc2ccccc2OC)cc1NC(=O)c1cc2ccccc2oc1=O,8,17,-1,.,-21,-17,-2,-4.2,1,7
COc1cc(OC)cc(-n2nnnc2SCC(=O)N2CCCC2)c1,0,-3,-4,1,4,3,-21,1.2,-13,-9
Cc1nc2ccccc2c(=O)n1NC(=O)CCC(=O)O,-14,-13,0,1,-8,13,-12,1.0,4,-1
O=S(=O)(c1ccc2ccccc2c1)N1CCc2ccccc21,-4,-8,-8,0,-9,8,-20,-1.5,-5,-4
COc1ccc(-c2[nH]ncc2CN(C)CC2CCCCO2)cc1F (configuration not stated),0,-4,-4,2,-4,4,3,-0.2,-8,-3
CCOc1ccc(NC(=O)CSc2nnc(C3CC3)n2C2CC2)cc1,-3,13,-3,-3,-14,-13,-20,1.0,-11,-1
CCc1ccc(CN2CCCC(C(=O)N3CCCCC3)C2)cc1 (configuration not stated),3,-20,-3,1,25,20,5,-1.2,1,-1
Nc1nc(-c2ccccc2)[nH]c(=O)c1N=O,4,-25,3,-6,-14,25,-11,-1.3,-6,-6
CC(=O)Nc1ccc(S(=O)(=O)N2CCN=C2SCc2ccc(C)cc2)cc1,-1,-23,3,-3,-16,23,-9,0.0,-1,3
O=C(/C=C/c1cccc(Cl)c1)NCCCN1CCOCC1,1,-12,2,.,-18,12,-10,0.3,-1,0
COc1ccc(C(=O)Nn2cnnc2)c(OC)c1,-4,-14,1,0,-3,14,-14,-0.2,-3,-3
COc1ccc(N(C)S(=O)(=O)c2ccc(C)cc2)c([N+](=O)[O-])c1,2,15,-3,0,18,-15,3,1.0,1,1
CNC(=O)CN1C(=O)c2cccc3cccc1c23,7,-14,2,1,1,14,-19,-0.2,0,-3
CC(C)N1C(=O)CCC1C(=O)N1CCN(c2ccc(F)cc2)CC1 (configuration not stated),-3,.,0,0,-10,.,-9,0.6,-9,-1
NC(=S)Nc1cc(Cl)ccc1Cl,.,18,.,26,-21,-18,-14,0.1,.,2
C=CCn1c(COc2ccc(Cl)cc2)nnc1SCC(=O)N/N=C/c1cccc(O)c1,5,-10,0,-4,-2,10,-15,0.8,-5,-6
CC(=O)OC1C2CCC1C([N+]1(C)CCCCC1)CC2 (configuration not stated),-4,-22,0,-1,-22,22,-10,-2.3,-11,-4
